Vif-APOBEC3G blk – inhibitors of Vif-APOBEC3G interaction; Q9HC16; HeLa A3G-eYFP + Vif (tagged APOBEC3G with the HIV-1 protein that degrades it), YFP fluorescence, overnight; Potency, µM (doses to about 46.1 µM), for inactives: top-dose activity, negative = active, most hits filed as inhibitors; 0.076% of 410,000 active; AID 602310;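 further: potency means the concentration at half of the fitted maximal effect; on the % scale 0 is the no-effect control and ±100 the full control effect; nearly all actives have a fitted effect of over 60% in size; hits raise eYFP signal because A3G escapes Vif-driven loss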
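HeLa cells stably expressing Vif and C-terminally eYFP-tagged A3G, seeded overnight at 37 deg C, then exposed to compound by pintool overnight at 37 deg C. Rise in yellow fluorescence (Ex 488/Em 500-530, Acumen) marks blocked Vif-driven A3G degradation.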
USP1-UAF1 inh – blocks the human USP1/UAF1 deubiquitinase complex. O94782. recombinant USP1/UAF1, Ub-Rhodamine cleavage fluorescence. Potency, µM (top dose mostly 57.1 µM), without a hit: at the top dose activity change, negative = inhibition, most hits filed as inhibitors. 0.23% of 390,000 active. AID 743255; further: potency means the concentration at half of the fitted maximal effect; on the % scale 0 is the no-effect control and ±100 the full control effect; nearly all actives have a fitted effect of over 60% in size; inactives centre near -12
Target sequence (O94782 whole entry, looked up): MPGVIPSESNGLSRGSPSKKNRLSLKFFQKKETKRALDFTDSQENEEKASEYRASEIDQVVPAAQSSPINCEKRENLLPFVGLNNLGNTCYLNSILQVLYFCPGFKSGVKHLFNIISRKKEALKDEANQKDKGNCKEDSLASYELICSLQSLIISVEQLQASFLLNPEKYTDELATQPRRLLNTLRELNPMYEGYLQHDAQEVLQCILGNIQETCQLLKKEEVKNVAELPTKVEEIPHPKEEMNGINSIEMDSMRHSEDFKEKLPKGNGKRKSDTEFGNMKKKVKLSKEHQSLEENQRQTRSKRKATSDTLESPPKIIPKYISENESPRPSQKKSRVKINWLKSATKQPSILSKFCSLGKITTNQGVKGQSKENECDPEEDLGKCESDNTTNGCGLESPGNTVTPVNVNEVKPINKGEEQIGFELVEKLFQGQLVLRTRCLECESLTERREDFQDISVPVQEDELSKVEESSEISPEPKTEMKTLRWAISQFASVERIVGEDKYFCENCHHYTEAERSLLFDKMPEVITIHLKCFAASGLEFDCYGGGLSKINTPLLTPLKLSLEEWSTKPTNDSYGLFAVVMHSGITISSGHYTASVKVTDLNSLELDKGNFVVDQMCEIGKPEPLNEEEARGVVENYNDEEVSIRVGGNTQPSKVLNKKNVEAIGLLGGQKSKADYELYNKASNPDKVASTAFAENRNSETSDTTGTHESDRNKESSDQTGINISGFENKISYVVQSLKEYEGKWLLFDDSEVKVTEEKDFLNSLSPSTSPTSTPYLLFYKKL
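High-throughput fluorogenic screen: 1nM USP1/UAF1 complex, Ub-Rho substrate 150nM final, 50mM HEPES pH 7.8 with 0.5mM EDTA, 0.1 mg/ml BSA, 1mM TCEP and 0.01% Tween-20.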
TrxR1 substrate – substrates of rat thioredoxin reductase 1 | O89049 | purified TrxR1 substrate turnover, NADPH consumption readout | Potency, µM (top dose mostly 114 µM), for the others: top-dose activity change, negative = substrate turnover | 0.01% of 390,000 active | AID 588456; further: potency means the concentration at half of the fitted maximal effect; on the % scale 0 is the no-effect control and ±100 the full control effect; nearly all actives have a fitted effect of over 50% in size
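Rat TrxR1, dispensed at 90 nM, was prereduced with 400 uM NADPH (final) for 5 min at ~22 deg C, then incubated with compound 15 min before 400 uM selenite. A first-read NADPH fluorescence drop versus no-compound background flagged substrates.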
Vif-APOBEC3F blk – blocks the Vif interaction with APOBEC3F; HeLa A3F-eYFP + Vif (tagged APOBEC3F with the HIV-1 protein that degrades it), YFP fluorescence increase; Potency, µM (highest dose often 46.1 µM), for the others: at the highest dose activity, negative = active; 0.2% of 390,000 active; AID 602313; further: potency means the concentration at half of the fitted maximal effect; % of control where 0% means no effect; nearly all actives have a fitted effect of over 65% in size
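Fluorescence increase (Ex 488/Em 500-530) after overnight compound treatment at 37 deg C flags inhibition of Vif-driven A3F-eYFP loss in stable HeLa A3F-eYFP/Vif cells seeded overnight beforehand.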
IDH1 R132H inh – blocks human mutant IDH1 R132H enzyme. Potency, µM (top dose mostly 76.6 µM), inactives show top-dose activity change, negative = inhibition, actives largely listed as inhibitors. O75874. IDH1-R132H enzyme, NADPH consumption, diaphorase/resazurin fluorescence. 0.093% of 390,000 active; further: potency means the concentration at half of the fitted maximal effect; on the % scale 0 is the no-effect control and ±100 the full control effect; nearly all actives have a fitted effect of over 65% in size
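IDH1-R132H (0.5 ug/mL) preincubated 30 min with compound, then NADPH (0.016 mM) and alpha-KG (2 mM) added; 80 min at RT, pH 7.5. Remaining NADPH coupled via diaphorase/resazurin to fluorescence (540/590 nm); concentration-response curves normalized to no-enzyme control.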
LDHA inh – blocks human lactate dehydrogenase A. P00338. purified LDHA, NADH/diaphorase-resazurin fluorescence; hits give low values. activity change, % (values are at about 110 or 230 µM). 0.15% of 480,000 active. AID 1347041; in the data active means activity change below about -30%; inconclusive means mostly about -25% to -30%;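 further: plate controls were DMSO wells for no effect and wells without enzyme for full effect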
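Resorufin fluorescence (ex540/em590), read at 0 and 20 min after diaphorase/resazurin addition, reports the NADH left after a 5 min room-temperature reaction of 2 nM human LDH5 with 0.06 mM NADH and 0.2 mM pyruvate.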
rTrxR1 inhibitor – blocks rat thioredoxin reductase 1; O89049; recombinant rTrxR1, NADPH fluorescence consumption, selenite substrate; Potency, µM (doses to about 114 µM), inactives show at the highest dose activity change, negative = inhibition, most hits filed as inhibitors; 1% of 390,000 active; AID 588453; further: potency means the concentration at half of the fitted maximal effect; on the % scale 0 is the no-effect control and ±100 the full control effect; nearly all actives have a fitted effect of over 65% in size
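Rat TrxR1 (90 nM in the dispensed reagent) was pre-reduced with 400 uM NADPH for 5 min at room temperature, then incubated with compound for 15 min. After 400 uM selenite was added, NADPH fluorescence (Ex 340/Em 450 nm) was followed for 8 min.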
GRP78 ERSR act – inducers of ER stress response in human glioma cells; U87-MG GRP78 promoter luciferase reporter, 16 h; Potency, µM, without a hit: top-dose activation, hits mostly activators; 0.02% of 420,000 active; further: potency means the concentration at half of the fitted maximal effect; series mostly up to about 76 µM; % of control where 0% means no effect; nearly all actives have a fitted effect of over 35% in size
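Stably transfected U87-MG human glioma cells carrying a GRP78-based luminescent sensor were seeded at 1000 cells/well, pin-dosed with compounds and incubated 16 h. Luciferase reagent was then added, and end-point luminescence was read after 10 min at room temperature.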
RGS4 inh – inhibitors of human regulator of G protein signaling 4 | P49798 | Transcreener GDP fluorescence polarization, RGS4-accelerated GTP hydrolysis | 0.039% of 390,000 active | Potency, µM (doses to about 114 µM), inactives show at the top dose activity change, negative = inhibition, most hits filed as inhibitors; further: potency means the concentration at half of the fitted maximal effect; on the % scale 0 is the no-effect control and ±100 the full control effect; nearly all actives have a fitted effect of over 75% in size; some results filed as inactive show a strong effect at the top dose
Target sequence (P49798 whole entry, looked up): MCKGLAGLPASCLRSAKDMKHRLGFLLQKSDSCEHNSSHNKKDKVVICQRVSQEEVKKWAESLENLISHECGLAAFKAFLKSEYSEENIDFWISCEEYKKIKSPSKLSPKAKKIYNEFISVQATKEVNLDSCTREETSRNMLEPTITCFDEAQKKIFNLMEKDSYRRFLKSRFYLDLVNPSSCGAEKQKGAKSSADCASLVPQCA
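MLSMR compounds (23 nl, pin-transferred) preincubated 10 min at room temperature with a 500nM (2x) first reagent, then RGS4 at 900nM (2x) plus Transcreener GDP mix added; fluorescence polarization (620/688 nm) read before and after 90 min at 30 °C.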
* = called active by the depositor; u = inconclusive; x = not tested or not shown; & = joins results of further samples; [ ] = another dose, or the depositor's remark. Unless noted, the call rests on the fitted dose curve; in most records, active means well fitted curve in the direction sought with a large enough effect; inconclusive means small, poorly fitted or top-dose-only effect, or another doubt; inactive means no such curve, though single readings can be large; an effect the other way counts as inactive or inconclusive. The list is partial. The share of hits here may be higher or lower than overall.

Every second line gives: Vif-APOBEC3G blk	USP1-UAF1 inh	TrxR1 substrate	Vif-APOBEC3F blk	IDH1 R132H inh	LDHA inh	rTrxR1 inhibitor	GRP78 ERSR act	RGS4 inh
CCCN(C(=O)c1cn(C)c(=O)c2cc(OC)c(OC)cc12)c1ccc(CC)cc1
  3.1%	-0.1%	-3.3%[57.1 µM]	3.6%	-5.8%	-7.8	16.5%[57.1 µM]	-1.8%	7.7%
COc1ccccc1NC(=O)CN1C(=O)C(c2ccc(F)cc2)=NC1(C)C
  x	-8.6%	5.9%	x	x	-6.6	18.1%	x	-3.4%
COc1cc(O)c(C(CCN2CCN(c3ccccc3)CC2)c2ccc(N(C)C)cc2)c(OC)c1 (stereo not drawn)
  -0.6%&0.8%	-16.0%	-3.3%&2.5%	-0.4%	7.1%	0.6	17.1%&18.9%	-3.4%&-6.0%	1.5%&-23.8%
CC(=O)/C(N=Nc1ccc(C(=O)O)cc1[N+](=O)[O-])=C(\C)O
  0.1%	-13.2%	-13.7%	-0.3%	-1.4%	-8.8	-1.4%	1.2%	12.9%
CCS(=O)(=O)c1nc(S(=O)(=O)c2ccc(Cl)cc2)c(NCCCN2CCOCC2)s1
  -0.1%	-14.7%	6.4%	-8.6%	0.9%	-3.9	19.0%	-5.9%	-6.4%[56.9 µM]
O=C(Nc1ccc2nc(SCC(=O)N3CCCC3)sc2c1)c1ccccc1
  1.2%	7.3%	3.2%	1.9%	18.8%	-10.9	36.9%[activator]	-2.0%	15.8%
Cc1ccc2c(CN3CCN(S(=O)(=O)/C=C/c4ccccc4)CC3)cc(=O)oc2c1
  -2.9%	-9.5%	-14.8%	-6.6%	5.3%	-4.3	-22.6%	-2.0%	-18.9%
O=S(=O)(c1ccc(Br)cc1)N1CCC(c2nc3ccccc3[nH]2)CC1
  -0.3%	-8.3%	7.8%	0.4%	6.1%	2.0	15.3%	9.7%	-1.8%
CCOC(=O)N1CCN(CCC(=O)Nc2ccc(Br)cc2)CC1
  -0.4%	2.8%	-0.2%	-2.0%	2.3%	-9.9	9.2%	-0.6%	7.2%
COC(=O)c1ccccc1-n1c(CCC(=O)O)ccc1-c1ccccc1
  0.5%&2.2%	-13.0%&-0.2%	2.5%&14.6%	-1.2%&-1.7%	-4.3%&2.2%	-0.4&1.0	u	-2.4%&-1.8%	-7.9%&-38.9%
CCCCOc1ccc(S(=O)(=O)N2CCN(c3ccccc3OCC)CC2)cc1
  1.0%	-11.2%	2.2%	-7.2%	0.0%	-0.8	7.4%	-3.3%	12.5%
NC(=O)CN1C(=O)C(=O)N(Cc2cccc(C(F)(F)F)c2)C1=O
  -1.6%	-3.7%	-6.8%	10.4%	-5.0%	0.0	-17.4%	-2.1%	18.7%
COc1ccccc1C(=O)Nc1ccc2oc(-c3ccc(F)cc3)nc2c1
  -0.9%	-17.4%	191.6%[activator]	-10.1%	7.3%	-2.9	60.5%[activator]	3.4%	u
C=CCC[C@@H](Cc1ccc(F)cc1)C(=O)OCCNC(=O)[C@@H](CC=C)CC(=O)N[C@H](CO)Cc1ccccc1
  1.9%	-14.3%	-11.5%	-4.7%	-2.4%	1.7	-5.2%	-4.8%	2.0%
COc1ccc(NC(=O)c2ccc(Br)o2)c([N+](=O)[O-])c1
  0.6%	6.6%	8.8%[57.1 µM]	-6.4%	2.4%	-7.9	8.0%[57.1 µM]	-3.2%	22.9%
COc1ccccc1N1C(=O)[C@@H]2C(C(=O)CN3C(=O)c4ccccc4C3=O)=NN[C@@H]2C1=O
  0.4%	10.7%	6.8%[57.1 µM]	12.9%	0.8%	-4.2	5.2%[57.1 µM]	-1.5%	-2.8%
COc1ccc(OCCNC(=O)C(Cc2c[nH]c3ccccc23)NC(C)=O)cc1 (stereo not drawn)
  1.5%	-7.8%	3.3%	0.9%	3.2%	-9.1	19.7%	-2.0%	40.0%
CCOC(=O)CC(=O)c1cc(OC)c(OC)c(OC)c1
  -0.9%	-12.8%	1.8%	1.9%	1.7%	-2.1	u	-1.4%	-6.1%
CCOC(=O)c1c(C)oc2c1c1c(c3ccccc32)OCN(CCCC(=O)O)C1
  -10.8%	-26.7%	-1.2%	-3.9%	11.9%	8.6	3.55µM*	5.2%	-53.8%
COc1ccccc1N1CCN(c2nc3c(S(=O)(=O)c4ccc(C)c(C)c4)nnn3c3ccc(Cl)cc23)CC1
  1.8%	13.1%	-0.2%	4.0%	-18.9%	-4.8	27.6%	-4.1%	23.8%

Every second line gives: Vif-APOBEC3G blk	USP1-UAF1 inh	TrxR1 substrate	Vif-APOBEC3F blk	IDH1 R132H inh	LDHA inh	rTrxR1 inhibitor	GRP78 ERSR act	RGS4 inh
Cc1ccc(NC(=O)c2ncn[nH]2)cc1
  3.8%	u	11.6%[57.1 µM]	0.1%	-3.0%	-5.7	7.1%[57.1 µM]	1.4%	-5.4%
C=C1CCN(Cc2ccc(OC)cc2)S(=O)(=O)c2ccccc21
  u	x	-8.0%	x	x	x	-9.3%	-4.0%	10.1%
O=C(Nc1ccccc1)c1cc([N+](=O)[O-])ccc1NC1CCCCC1
  -2.5%	-13.7%	3.1%[57.1 µM]	-9.0%	-7.9%	-7.4	7.0%[57.1 µM]	-3.5%	-8.6%
Cc1ccccc1-n1c(=O)cc(N2CCN(C(=O)c3ccco3)CC2)[nH]c1=O
  7.3%	-25.3%	10.3%[57.1 µM]	-2.8%	1.6%	-1.3	u	-3.9%	-4.9%
O=C(Nc1ccc([N+](=O)[O-])cc1Cl)c1cc(Br)ccc1O
  1.0%	x	4.4%	x	x	-0.6	16.3%	-0.9%	6.6%
CCOC(=O)CSc1nc2c(sc(=S)n2-c2ccccc2OC)c(=O)n1Cc1ccco1
  -2.0%	-9.5%	4.0%[57.1 µM]	-3.4%	10.0%	-1.3	24.0%[57.1 µM]	-3.5%	-26.5%
O=C(N/C(=C\c1ccccc1)C(=O)N1CCOCC1)c1cccc(Br)c1
  0.1%	-12.3%	-8.9%	2.4%	7.9%	-2.6	-9.8%	-6.0%	-4.6%
COc1cc(C)c(S(=O)(=O)N2CCOCC2)cc1C(C)C
  -0.1%	-5.1%	0.5%	-0.4%	0.7%	2.1	-10.8%	5.7%	2.8%
O=[N+]([O-])c1ccc(S(=O)(=O)Nc2ccc3c(c2)OCCO3)cc1
  -0.8%	-8.4%	2.0%	2.3%	3.2%	-5.4	24.1%	-2.6%	u
C(=C\c1ccnc2ccccc12)/c1ccc(N(Cc2ccccc2)Cc2ccccc2)cc1
  -0.3%	x	-4.7%	x	x	3.7	-2.0%	-2.7%	x
Cc1ccccc1NC(=O)C(=O)NC(C)CCc1ccccc1 (stereo not drawn)
  0.3%	-16.0%	-7.9%	2.8%	-0.2%	-9.0	-1.2%	3.1%	35.9%
O=C(CSc1cccc[n+]1[O-])Nc1ccccc1Oc1ccccc1
  u	-6.4%	5.0%	5.2%	13.2%	-6.5	21.0%[57.1 µM]	-9.5%	u
O=c1c(/C=C(\O)c2ccc(F)cc2)nc2ccccc2n1-c1ccccc1
  1.3%	20.5%	-12.6%	u	3.4%	3.2	u	2.3%	-11.0%
Nc1nc(SCC(=O)Nc2cc(C(F)(F)F)ccc2N2CCOCC2)n[nH]1
  -4.3%	-14.2%	11.6%[57.1 µM]	0.1%	1.5%	-4.5	29.5%[57.1 µM]	-4.2%	17.2%
Cc1cc(OCC(=O)Nc2ccc3oc(-c4ccncc4)nc3c2)ccc1Cl
  -0.3%	-22.0%	27.2%	2.5%	0.7%	0.0&-0.5	23.7%	-5.6%	16.2%
O=C1CN(/N=C/c2ccc([N+](=O)[O-])o2)C(=O)N1
  -0.1%	-31.1%	-7.0%	3.2%	-6.6%	-4.4	u	-2.4%&-6.1%&-4.8%	2.1%
COc1ccc(/C=C/c2cc(=O)c3cc(Cl)ccc3o2)cc1
  -5.7%	-5.4%	-12.2%	u	4.6%	-5.2	-15.2%	4.7%	-9.8%
CCOc1c(Cl)cc(CNCC(C)C)cc1OC
  0.4%	0.0%	2.6%	-0.1%	4.2%	-0.8	14.9%	-1.5%	-26.1%
O=C(NCc1ccccc1)C(c1ccccc1F)N(CC1CCCO1)C(=O)c1ccccn1 (stereo not drawn)
  -3.5%	-8.9%	9.6%[0.0914 µM]	-7.5%	0.8%	-4.5	12.8%	3.4%	10.5%
O=C(NC(Nc1nc2ccccc2s1)(C(F)(F)F)C(F)(F)F)c1ccccc1
  -0.2%	-6.5%	-10.4%	1.5%	17.2%	1.5	-6.5%	-2.6%	26.3%[56.9 µM]

High-throughput results: PubChem BioAssay, National Center for Advancing Translational Sciences (NCATS)
